S1P3 agonist: activates the human S1P3 receptor. S1P3 NFAT-BLA reporter cells, agonism, FRET ratio; relative to 1 µM S1P, basal subtracted. Q99500. actives 0.1% (n = 60,000). activation, % at 4.5 µM;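 active means activation above the screen-wide mean plus 3 SD, cut at about 4.5% in these data, passing the limit was not always enough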; further: some compounds called inactive have numbers as strong as hits
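Benchmarks: high control 1 µM S1P / System: stable CHO line with human S1P3, Gα16, NFAT-BLA reporter / Dosing: single compound concentration, 4.5 µM final / Timing: 4 h compound at 37 °C, 2 h substrate at RT / Measured by: FRET β-lactamase substrate fluorescence, excitation 405 nm, 460/535 nm emission ratio, background-subtracted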
HTR1E antagonist: 5-HT1E (human) receptor antagonism. CHO 5-HT1E Ga15 NFAT-bla reporter, FRET, antagonist. P28566. actives 0.99% (n = 65,000). inhibition, % at 6 µM;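 active means inhibition above a set limit, the mean inhibition across every tested compound plus 3 SD, cut at about 29% in these data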;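 further: signal is the 460 over 535 nm emission ratio of beta-lactamase substrate; 0% = agonist plus DMSO wells and 100% = wells without agonist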
tolC growth inh: E. coli tolC mutant growth inhibition. E. coli BW25113 tolC mutant growth, OD615. growth inhibition, % at 10 µM (by protocol). actives 2.2% (n = 65,000);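 active means growth inhibition at or above a cutoff equal to the mean over every tested compound plus 3 SD, cut at about 60% in these data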;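 further: growth measured after 20 h incubation at 37 °C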
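Assay system: tolC-deleted E. coli BW25113. Medium: kanamycin-containing LB broth (50 µg/mL). Dosing: 10 µM final, single dose. Timing: bacterial growth with compound for 20 h at 37 °C. Detection: A615 absorbance measurement. Read-out basis: growth inhibition in percent.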
SF-1 act: SF-1 (human) activation; activation, % at 10 µM; CHO-K1 Gal4-SF-1 LBD luciferase reporter; % increase over DMSO SF-1-specific signal; actives 1.9% (n = 65,000); AID 522; Q13285;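 active means activation above the mean activation of all tested compounds plus 3 SD, cut at about 50% in these data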
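Material: Transient Gal4-SF-1 LBD reporter, CHO-K1 | Input: 4,000 cells/well | Dosing: One dose, 10 µM compound, 1% DMSO | Incubation: 20 h compound treatment, 37 °C | Detection: SteadyLite luciferase luminescence | Evaluation: Percent activation relative to DMSO median and mock-transfected background | Benchmarks: DMSO-treated SF-1-transfected cells as negative, DMSO-treated mock-transfected cells lacking SF-1 as background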
5HT1a antag: antagonists of human 5-HT1a serotonin receptor. P08908. actives 0.68% (n = 62,000). inhibition, % at 10 µM. CHO 5-HT1a Ga15 NFAT-bla reporter, antagonist mode. AID 612;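 active means inhibition above the mean of all tested compounds plus 3 SD, cut at about 43% in these data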;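 further: receptor stimulated by 5-CT agonist at 100 nM near EC80; beta-lactamase reporter measured by ratiometric fluorescence of a cleavable substrate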
HTR1E agonist: activates the human 5-HT1E serotonin receptor | actives 0.69% (n = 65,000) | AID 574 | activation, % at 6 µM | CHO 5-HT1E Ga15 NFAT-bla reporter, FRET; 0% DMSO wells, 100% control agonist wells;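 active means activation above a set limit, the screen-wide mean activation plus 3 SD, cut at about 8.5% in these data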;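 further: 100% = positive control agonist at 1 µM giving full maximal response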
RORa activator: activates the human nuclear receptor RORA. P35398. CHO-K1 Gal4-RORA LBD luciferase reporter, luminescence; percent increase over mock-subtracted basal signal. activation, % at 10 µM. actives 1.5% (n = 65,000). AID 560;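 active means activation above the mean of all tested compounds plus 3 SD, cut at about 49% in these data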;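 further: 0% = DMSO-treated RORA cells and 100% = added signal equal to DMSO minus mock-transfected cells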
Target sequence (P35398 whole entry, looked up, the tested form may be a part): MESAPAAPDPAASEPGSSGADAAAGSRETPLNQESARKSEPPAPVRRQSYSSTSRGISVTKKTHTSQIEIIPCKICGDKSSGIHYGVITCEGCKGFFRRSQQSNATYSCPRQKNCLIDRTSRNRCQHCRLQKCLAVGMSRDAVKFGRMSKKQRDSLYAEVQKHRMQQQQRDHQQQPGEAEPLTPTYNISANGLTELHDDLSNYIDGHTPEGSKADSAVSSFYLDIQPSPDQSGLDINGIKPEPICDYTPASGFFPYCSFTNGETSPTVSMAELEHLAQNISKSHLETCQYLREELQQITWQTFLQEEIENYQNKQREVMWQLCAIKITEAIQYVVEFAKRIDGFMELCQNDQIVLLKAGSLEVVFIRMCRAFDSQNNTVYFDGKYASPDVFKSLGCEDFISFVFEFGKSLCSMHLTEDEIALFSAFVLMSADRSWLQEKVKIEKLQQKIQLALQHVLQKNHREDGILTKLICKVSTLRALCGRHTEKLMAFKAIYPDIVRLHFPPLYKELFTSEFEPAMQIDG
AP complement: alternative pathway complement inhibition, orthogonal assay | Human serum alternative complement pathway, LPS-coated ELISA, C3 deposition; tested in compound mixtures | inhibition, % at 5 µM | actives 0.08% (n = 62,000);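 active means inhibition above 30% in each of the two pooled mixtures holding the compound, so the lower value exceeds 30%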;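 further: 0% = serum in Mg-EGTA without compound and 100% = EDTA serum blank; some compounds past the cut are filed as inactive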
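Medium: diluted human serum in Mg2+-EGTA GVB++. Assay system: human serum complement alternative pathway, C3 deposition onto LPS. Also added: Plate-bound LPS. Technique: Anti-C3 ELISA, OD 450 nm. Measure: percent inhibition. Incubation: 1 h at 37 °C. Dosing: 5 µM each compound, pools of ten, 50 µM per pool.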
S1P1 ag-PAM: S1P1 (human) agonism or agonism potentiation; P21453; S1P1 CRE-bla cells, forskolin, beta-lactamase FRET, potentiator mode; S1P1 agonist co-added at EC20, 2 nM; 100% = saturating reference agonist, 0% = basal; activation, % at 9.5 µM; actives 0.57% (n = 56,000); AID 449;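 active means activation above a cutoff set at the mean activation of all tested compounds plus 3 SD, cut at about 54% in these data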;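 further: forskolin at 4 µM as EC80 and the EC20 agonist is SEW2871; 100% = SEW2871 at its EC100 plus forskolin at EC80; some compounds past the cut are filed as inactive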
Target sequence (P21453 whole entry, looked up): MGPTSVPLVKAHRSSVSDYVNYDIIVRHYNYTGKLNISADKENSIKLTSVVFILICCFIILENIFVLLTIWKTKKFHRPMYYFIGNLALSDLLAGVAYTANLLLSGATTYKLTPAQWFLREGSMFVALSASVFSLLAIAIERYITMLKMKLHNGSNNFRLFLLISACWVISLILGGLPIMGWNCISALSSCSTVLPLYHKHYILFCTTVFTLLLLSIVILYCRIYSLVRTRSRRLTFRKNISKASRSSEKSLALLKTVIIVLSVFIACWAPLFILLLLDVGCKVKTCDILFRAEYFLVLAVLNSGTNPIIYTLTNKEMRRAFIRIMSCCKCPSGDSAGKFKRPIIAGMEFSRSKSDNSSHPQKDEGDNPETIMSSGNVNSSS
* hit, by the source's call. Rows are unselected. Share with any hit: about 7.1%.

Screening CC(C)Cn1nc(NC(=O)C2CCCO2)c2cc3ccccc3nc21 (centres undefined) returned S1P3 agonist 0.6, HTR1E antagonist 10, tolC growth inh -2, SF-1 act -17, 5HT1a antag -8, HTR1E agonist -0.8, RORa activator 1, AP complement -2 and S1P1 ag-PAM -4.
Screening O=C(NCC(=O)N(CC1CCCO1)C(C(=O)NC1CCCC1)c1cccnc1)c1ccco1 (centres undefined) returned S1P3 agonist -0.7, HTR1E antagonist -2, tolC growth inh -16, SF-1 act -8, 5HT1a antag 15, HTR1E agonist -0.2, RORa activator 11, AP complement -2 and S1P1 ag-PAM -18.
Screening CC1=C(C#N)C(c2ccoc2)C(C(=O)OCc2ccccc2)=C(N)S1 (centres undefined) returned S1P3 agonist -0.8, HTR1E antagonist 3, tolC growth inh 11, SF-1 act -15, 5HT1a antag -7, HTR1E agonist -0.2, RORa activator -2, AP complement 22 and S1P1 ag-PAM -11.
`Cc1cc(C)c2cc(CN(Cc3cccs3)Cc3nnnn3CC3CCCO3)c(=O)[nH]c2c1` (centres undefined) gave S1P3 agonist -1.1, HTR1E antagonist 12, tolC growth inh 22, SF-1 act -2, 5HT1a antag 9, HTR1E agonist -0.6, RORa activator -8, AP complement 6 and S1P1 ag-PAM -19.
Screening CCn1c(SCC(=O)NC2CCCCC2)nnc1-c1cccs1 returned S1P3 agonist -0.2, HTR1E antagonist -2, tolC growth inh 0, SF-1 act -8, 5HT1a antag -2, HTR1E agonist 0.0, RORa activator -11 and AP complement 6.
Screening Cc1cc2oc(=O)cc(C)c2cc1NC(=O)CCC(=O)O returned S1P3 agonist -1.3, HTR1E antagonist 0, tolC growth inh -17, SF-1 act -4, 5HT1a antag 4, HTR1E agonist 1.1, RORa activator -15, AP complement 15 and S1P1 ag-PAM -23.
`CCn1c(CNC(=O)COC)nc2ccccc21` gave S1P3 agonist -0.8, HTR1E antagonist 2, tolC growth inh -14, SF-1 act -5, 5HT1a antag 4, HTR1E agonist -0.3, RORa activator 13, AP complement 10 and S1P1 ag-PAM -7.
For CCCN(CCC)c1nc(C)cc(C(C#N)c2nc3ccccc3o2)n1 (centres undefined) the results were S1P3 agonist -1.0, HTR1E antagonist -2, tolC growth inh -12, SF-1 act -11, 5HT1a antag 8, HTR1E agonist -0.5, RORa activator -6, AP complement 4 and S1P1 ag-PAM 2.
For O=C(Cn1ncc2c(=O)oc3ccccc3c21)N1CCC(N2CCCCC2)CC1 the results were S1P3 agonist -1.0, HTR1E antagonist 20, tolC growth inh -11, SF-1 act 3, 5HT1a antag 0, HTR1E agonist 0.1, RORa activator 14, AP complement 12 and S1P1 ag-PAM 4.
For COc1ccc(-c2noc(C3CCCN(S(=O)(=O)c4cccc(Cl)c4C)C3)n2)cc1OC (centres undefined) the results were S1P3 agonist -1.1, HTR1E antagonist -4, tolC growth inh 15, SF-1 act -19, 5HT1a antag 31, HTR1E agonist 0.1, RORa activator 18, AP complement 0 and S1P1 ag-PAM -5.
Screening Cc1nc2ccccc2c(=O)n1NS(C)(=O)=O returned S1P3 agonist -0.9, HTR1E antagonist -7, tolC growth inh -9, SF-1 act 6, 5HT1a antag -13, HTR1E agonist 0.0, RORa activator -6 and AP complement 11.
Screening O=C(NCC1CCCO1)c1cccc(N2C(=O)C3C4C=CC(C4)C3C2=O)c1 (centres undefined) returned S1P3 agonist -0.9, HTR1E antagonist -1, tolC growth inh -6, SF-1 act -8, 5HT1a antag 3, HTR1E agonist -1.1, RORa activator 8, AP complement 11 and S1P1 ag-PAM -29.
Screening CC(NS(=O)(=O)c1ccc(F)cc1)C(=O)NCc1ccncc1 (centres undefined) returned S1P3 agonist -0.2, HTR1E antagonist -3, tolC growth inh -11, SF-1 act -12, 5HT1a antag -2, HTR1E agonist 0.1, RORa activator 7, AP complement -1 and S1P1 ag-PAM -14.
For Cc1noc(C)c1S(=O)(=O)N(CC(=O)O)c1ccc2c(c1)OCO2 the results were S1P3 agonist 0.3, HTR1E antagonist -11, tolC growth inh -10, SF-1 act 7, 5HT1a antag -11, HTR1E agonist -0.3, RORa activator -14, AP complement 18 and S1P1 ag-PAM -19.
Cc1ccc(SCCCn2cncn2)cc1 was read as S1P3 agonist -0.2, HTR1E antagonist -4, tolC growth inh -22, SF-1 act 3, 5HT1a antag -6, HTR1E agonist -0.3, RORa activator -14, AP complement 17 and S1P1 ag-PAM -12.
CCOC(=O)C1=C(C)N=C2SCCC(=O)N2C1c1sccc1C (centres undefined) was read as S1P3 agonist 0.7, HTR1E antagonist 6, tolC growth inh 14, SF-1 act -9, 5HT1a antag 4, HTR1E agonist -1.8, RORa activator 1, AP complement -10 and S1P1 ag-PAM 14.
`Cc1nnc(SCc2nnc(-c3ccc(Cl)cc3)o2)n1-c1ccccc1` gave S1P3 agonist 1.0, HTR1E antagonist -4, tolC growth inh 13, SF-1 act -14, 5HT1a antag -12, HTR1E agonist 0.0, RORa activator 6, AP complement 8 and S1P1 ag-PAM -14.
Cc1cc(NC(=O)c2cc3nc(C4CC4)cc(C(F)(F)F)n3n2)no1 was read as S1P3 agonist -0.2, HTR1E antagonist 7, tolC growth inh -18, SF-1 act 18, 5HT1a antag 3, HTR1E agonist 1.2, RORa activator -3 and AP complement -5.
O=C(Nc1ccc(N2CCCC2)c(Cl)c1)c1ccco1 was read as S1P3 agonist -2.1, HTR1E antagonist 0, tolC growth inh 24, SF-1 act 9, 5HT1a antag -1, HTR1E agonist 1.0, RORa activator 17, AP complement -13 and S1P1 ag-PAM 23.
`Nc1nncn1C(=O)CCCOc1ccc(Cl)cc1Cl` gave S1P3 agonist -0.2, HTR1E antagonist -11, tolC growth inh 9, SF-1 act -3, 5HT1a antag -2, HTR1E agonist 0.9, RORa activator -12 and AP complement -12.
Screening Cc1cc(N)n2ncc(-c3cccc(Br)c3)c2n1 returned S1P3 agonist -1.9, HTR1E antagonist 9, tolC growth inh 14, SF-1 act 59*, 5HT1a antag 29, HTR1E agonist -0.2, RORa activator 44 and AP complement 11.
`CC1(C)CC2(CCO1)N1CC3(C)CN2CC(C)(C1)C3O` (centres undefined) gave S1P3 agonist -1.0, HTR1E antagonist 3, tolC growth inh -13, SF-1 act 6, 5HT1a antag 5, HTR1E agonist -0.6, RORa activator 0, AP complement -2 and S1P1 ag-PAM 9.
Screening CCOC(=O)C1CCCN(C(=O)c2ccc(CS(=O)(=O)c3ccc(C)cc3)o2)C1 (centres undefined) returned S1P3 agonist -1.2, HTR1E antagonist -5, tolC growth inh 3, SF-1 act -8, 5HT1a antag 13, HTR1E agonist -0.2, RORa activator 5, AP complement 3 and S1P1 ag-PAM 9.
For COCC(C)NC(=O)c1ccc(Cl)c(Cl)c1 (centres undefined) the results were S1P3 agonist -0.9, HTR1E antagonist 1, tolC growth inh -18, SF-1 act 10, 5HT1a antag -12, HTR1E agonist 0.3, RORa activator -16, AP complement 30 and S1P1 ag-PAM -1.

Molecules above that contain fluorine:
Screening CC(NS(=O)(=O)c1ccc(F)cc1)C(=O)NCc1ccncc1 (centres undefined) returned S1P3 agonist -0.2, HTR1E antagonist -3, tolC growth inh -11, SF-1 act -12, 5HT1a antag -2, HTR1E agonist 0.1, RORa activator 7, AP complement -1 and S1P1 ag-PAM -14.
Cc1cc(NC(=O)c2cc3nc(C4CC4)cc(C(F)(F)F)n3n2)no1 was read as S1P3 agonist -0.2, HTR1E antagonist 7, tolC growth inh -18, SF-1 act 18, 5HT1a antag 3, HTR1E agonist 1.2, RORa activator -3 and AP complement -5.

Next results:
For O=C1CC(c2ccccc2)C(C(=O)Nc2ccccc2F)N1 (centres undefined) the results were S1P3 agonist -0.2, HTR1E antagonist 0, tolC growth inh -10, SF-1 act 11, 5HT1a antag -2, HTR1E agonist 0.0, RORa activator 1, AP complement 8 and S1P1 ag-PAM 8.
`O=C1OCC(Cn2c3ccccc3c3ccccc32)O1` (centres undefined) gave S1P3 agonist -1.4, HTR1E antagonist 10, tolC growth inh 10, SF-1 act 17, 5HT1a antag 4, HTR1E agonist 0.6, RORa activator 3, AP complement 22 and S1P1 ag-PAM -1.
For COc1ccc(Br)cc1S(=O)(=O)n1ccnc1C the results were S1P3 agonist -0.1, HTR1E antagonist -7, tolC growth inh -7, SF-1 act 9, 5HT1a antag 1, HTR1E agonist -0.5, RORa activator 0, AP complement 7 and S1P1 ag-PAM -11.
Screening CCOc1ccc(-n2c(C)nc3cc(C(=O)NCCCN4CCOCC4)ccc32)cc1 returned S1P3 agonist -0.7, HTR1E antagonist -8, tolC growth inh -24, SF-1 act 0, 5HT1a antag -3, HTR1E agonist 0.3, RORa activator 0 and S1P1 ag-PAM -36.
`O=C(CSc1nc2ccccc2[nH]1)Nc1cc(C(F)(F)F)ccc1N1CCOCC1` gave S1P3 agonist -0.7, HTR1E antagonist 6, tolC growth inh 100*, SF-1 act -1, 5HT1a antag 3, HTR1E agonist 0.7, RORa activator -2 and AP complement 0.
O=C(NC1C=CS(=O)(=O)C1)c1sc2ccccc2c1Cl (centres undefined) was read as S1P3 agonist -0.9, HTR1E antagonist 5, tolC growth inh 9, SF-1 act 2, 5HT1a antag -11, HTR1E agonist 0.0, RORa activator -8, AP complement 21 and S1P1 ag-PAM 12.
Screening COC(=O)CC(=O)CSc1nc2c(cc1C#N)CCC2 returned S1P3 agonist 0.0, HTR1E antagonist -4, tolC growth inh 3, SF-1 act -5, 5HT1a antag -15, HTR1E agonist -0.2, RORa activator -1 and AP complement 7.
Screening Cc1nnc(N(C(=O)c2cnccn2)c2ccccc2)s1 returned S1P3 agonist -0.6, HTR1E antagonist 4, tolC growth inh -8, SF-1 act -8, 5HT1a antag -7, HTR1E agonist 0.6, RORa activator -4, AP complement -26 and S1P1 ag-PAM -19.
COc1ccc(CNC(=O)CSc2ncnc3nc[nH]c23)cc1 was read as S1P3 agonist -0.7, HTR1E antagonist 7, tolC growth inh -12, SF-1 act -11, 5HT1a antag 4, HTR1E agonist -1.3, RORa activator -19, AP complement 26 and S1P1 ag-PAM 13.
